Bioassay records from PubChem BioAssay.
NFkB transloc inh – inhibitors of IL-1B driven NFkB p65 nuclear import, primary screen, imaging, HUVEC, IL-1B stimulus, high-content imaging; inhibition, % at 2 µM; AID 796, 2007; 94,000 tested, 0.43% active; HUVEC IL-1B NFkB p65 nuclear translocation imaging;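 active = inhibition above about 30% together with a positive call from visual inspection of the well image, limit read from the data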;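 note: nuclear over cytoplasmic p65 intensity ratio measured by imaging; 0% = IL-1B stimulated DMSO wells and 100% = unstimulated DMSO wells; values of inactives mirror those of a sister screen read the other way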
IL1B NFkB pot – enhancers of NFkB p65 translocation in HUVEC – imaging, IL-1B stimulus, high-content imaging, primary screen; HUVEC IL-1B NFkB p65 nuclear translocation imaging; 94,000 tested, 0.3% active; activation, % at 2 µM;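 active = activation above 40%, about the mean plus 3 SD, also judged a hit on visual image review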;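 note: percent activation is computed from the nuclear over cytoplasmic p65 intensity ratio; values of inactives mirror those of a sister screen read the other way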
PLAP inhibition – PLAP enzyme inhibitors, biochemical, luminescence, HTS (AID 690); Alkaline phosphatase, placental type (Homo sapiens); purified PLAP, luminescent substrate; higher % means a stronger effect; inhibition, % at 20 µM; hits with a dose series show IC50 in µM; 96,000 tested, 0.08% active; in the data active = a potency from the dose series; inactive = the rest, 99 in 100 with inhibition below about 30%; note: strong numbers were not always called active
MRP reversal – reversal of MRP1-mediated doxorubicin resistance, primary screen, H69AR cells, doxorubicin co-treatment; H69AR cells + 2 uM doxorubicin, CellTiter-Glo, 72 h; differential viability (reversal), % at 10 µM; 85,000 tested, 0.04% active; AID 602, 2007;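 active = viability drop by adding the cancer drug above about 55%, with treated viability meeting a 40% cutoff, limit read from the data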;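 note: viability without doxorubicin minus viability with 2 µM doxorubicin for each compound; larger differential means the compound sensitizes cells more to doxorubicin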
Bcl-B TR3 displacers – displacers of TR3 peptide from Bcl-B, primary screen, selectivity assay for Bfl-1 inhibitor project, biochemical, fluorescence polarization | Bcl-2-like protein 10 (Homo sapiens) | FP displacement of FITC-TR3 peptide from Bcl-B; higher % means a stronger effect | 96,000 tested, 0.11% active | one-dose displacement, % at 20 µM; IC50 in µM for titrated hits;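 active = displacement above 50% at 20 µM plus a fluorescence interference ratio under 1.5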;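 note: plate controls were wells without compound for no effect and wells lacking Bcl-B protein for full effect; a part of the inactive calls stands beside numbers as strong as those of hits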
MRP reversal cytotoxicity – also measured in MRP reversal; calls as there; viability, %; H69AR cells, CellTiter-Glo, 72 h; measured here: cytotoxicity without doxorubicin
MRP reversal with doxorubicin – second read-out of MRP reversal, no call of its own (marks repeat the call); viability, %; measured here: viability with 2 uM doxorubicin; hits give low values
NFkB transloc inh cell count 2 µM – further read-out of NFkB transloc inh, marked with its call; cell count; measured here: cells passing quality filter;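 raw number of nuclei counted in each imaged well without normalization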
IL1B NFkB pot cell count 2 µM – recorded beside IL1B NFkB pot, whose call it bears; cell count; measured here: cells passing quality filter
Starred values were filed as active, the others as inactive; . = no result given. Some of the compounds tested; count on the stated rates, not on these rows.

| smiles | NFkB transloc inh | NFkB transloc inh cell count 2 µM | IL1B NFkB pot | IL1B NFkB pot cell count 2 µM | PLAP inhibition | MRP reversal | MRP reversal cytotoxicity | MRP reversal with doxorubicin | Bcl-B TR3 displacers |
| --- | --- | --- | --- | --- | --- | --- | --- | --- | --- |
| CCOC(=O)c1cnc(SC)nc1Sc1ccccc1 | -0.5 | 59 | 0.5 | 59 | 1.9% | 20.2 | 98.0 | 77.7 | 6.6% |
| COc1ccc(/C=C/C(=O)Nc2c(C)nn(C)c2C)cc1COc1ccc(Cl)cc1Br | -6.9 | 193 | 6.9 | 193 | . | 11.3 | 86.6 | 75.3 | . |
| Cc1ccccc1-n1nc(C)c2cc(C(=O)N3CCN(S(=O)(=O)c4ccccc4)CC3)sc21 | . | . | . | . | -17.5% | . | . | . | -3.4% |
| CC1CN(C(=O)Nc2ccc3c(c2)OCO3)CC(C)O1 (configuration not stated) | -1.4 | 161 | 11.8 | 82 | -30.2% | 11.0 | 100.6 | 89.6 | 11.0% |
| COCCCN1C(=O)c2[nH]nc(-c3ccccc3O)c2C1c1ccc(Cl)cc1 (configuration not stated) | -13.8 | 86 | 13.8 | 86 | -35.3% | . | . | . | -7.7% |
| COc1ccc2[nH]c(=O)c(C(c3nnnn3C3CCCC3)N(C)C3CCCCC3)cc2c1 (configuration not stated) | 8.3 | 118 | -8.3 | 118 | -2.6% | 10.0 | 83.7 | 73.8 | 1.2% |
| CC(=NCCN1CCNCC1)C1=C(O)CC(C)(C)CC1=O | 1.5 | 161 | -1.5 | 161 | -16.1% | -5.7 | 102.4 | 108.0 | -14.3% |
| CC(c1cccnc1)N(C(=O)Nc1ccccc1)C1CCCCC1 (configuration not stated) | -15.6 | 177 | 15.6 | 177 | 10.7% | 4.0 | 88.1 | 84.2 | 1.1% |
| COc1ccc(CNC(=O)C2CCN(c3nc(OC)nc(OC)n3)CC2)cc1 | 2.2 | 186 | -3.0 | 172 | 15.2% | . | . | . | -10.5% |
| Cc1ccc(Nc2nc(Cl)nc(N(C)C#N)n2)cc1 | -11.8 | 139 | 11.8 | 139 | 16.6% | . | . | . | -2.5% |
| Cc1cccn2c(=O)c3cc(C#N)c(=N)n(CCCN4CCOCC4)c3nc12 | 4.1 | 152 | -4.1 | 152 | . | -11.1 | 75.9 | 87.0 | . |
| O=C(c1cccnc1)N1CCN(Cc2ccccc2Br)CC1 | 1.2 | 72 | -1.2 | 72 | 21.7% | 17.7 | 91.5 | 73.9 | 7.1% |
| O=C(O)CSCCc1ccccn1 | -14.7 | 79 | 14.7 | 79 | 5.1% | 6.1 | 88.8 | 82.7 | -4.2% |
| Cc1nnsc1SCCNC(=O)c1ccc(F)cc1 | -0.5 | 128 | 0.5 | 128 | 17.5% | . | . | . | -0.2% |
| Cc1ccc(NC(=O)Nc2ccc(F)cc2)nc1 | 4.7 | 99 | -4.7 | 99 | 3.0% | 24.7 | 89.0 | 64.3 | 2.1% |
| Cc1ccc(C(C)C)c(OCc2ccc(-c3nnco3)cc2)c1 | 6.0 | 110 | -6.0 | 110 | -8.1% | 12.6 | 101.3 | 88.8 | -3.8% |
| CCOC(=O)c1ccc(NC(=O)CSc2nnc(CCc3ccc(C)o3)n2-c2ccccc2)cc1 | -3.9 | 137 | 3.9 | 137 | -18.7% | . | . | . | 1.2% |
| CCOC(=O)C(C)CC(C)C(=O)N1CCOCCN(C(=O)C(C)CC(C)C(=O)OCC)CCOCC1 (configuration not stated) | -0.1 | 181 | 0.1 | 181 | -42.8% | -1.0 | 86.4 | 87.3 | -1.7% |
| COc1cc(NC(=O)c2cc3nc(C)cc(C)n3n2)c(OC)cc1Cl | 7.1 | 175 | -7.1 | 175 | -82.2% | 0.4 | 89.4 | 89.0 | 7.1% |
| COc1cc(Cl)c(C)cc1NC(=O)COc1cc(C)nc(C(C)C)n1 | . | . | . | . | -7.6% | 9.0 | 90.5 | 81.5 | 0.1% |
| CCC(C)(C(=O)NC1CCCCC1)N(C(=O)C1CCC(=O)N1)c1ccccc1 (configuration not stated) | -18.5 | 159 | 18.5 | 159 | -0.3% | . | . | . | -5.9% |
| O=C(NCCc1ccccc1)c1cnn2c(C(F)F)cc(C3CC3)nc12 | 18.0 | 119 | -18.0 | 119 | 1.8% | -21.6 | 45.1 | 66.7 | -2.2% |
| COc1ccc(-c2c(C)n([O-])c3c([n+]2=O)CCC3)cc1OC | -1.5 | 106 | 1.5 | 106 | 10.9% | -7.3 | 92.9 | 100.2 | -3.8% |
| CCOCCCNC(=O)c1[nH]c(C)c(C(C)=O)c1C | -34.8 | 131 | 34.8 | 131 | 21.4% | 23.2 | 104.8 | 81.7 | -10.5% |
| COc1cc(OC)c2c(N)c(C#N)c(C(F)(F)C(F)(F)F)nc2c1 | 2.2 | 180 | -2.2 | 180 | 11.8% | -3.7 | 85.7 | 89.3 | -24.8% |
| c1ccc(CCNc2nc3ccccc3s2)cc1 | -15.5 | 168 | 15.5 | 168 | 11.7% | 20.8 | 105.0 | 84.2 | 4.1% |
| CCc1ccc(OCCCOc2ccc(C=O)cc2)cc1 | -0.1 | 111 | 0.1 | 111 | 15.5% | -1.5 | 93.7 | 95.2 | 8.8% |
| CCOc1ccc(NC(=O)CCSc2nc3c(c(CC)c2C#N)C(=O)CC(C)(C)C3)cc1 | -9.3 | 161 | 9.3 | 161 | 5.8% | . | . | . | -12.7% |
| O=C(Nc1ccc(F)cc1F)N1CCCCC1c1cccnc1 (configuration not stated) | 7.7 | 115 | -7.7 | 115 | 18.0% | 1.1 | 91.9 | 90.8 | 3.6% |
| COc1ccc(Oc2c(C)oc3c(CN4CCOCC4)c(O)ccc3c2=O)cc1 | -9.1 | 156 | 9.1 | 156 | -23.9% | 22.0 | 101.4 | 79.4 | 3.4% |

Going on with the list.
| smiles | NFkB transloc inh | NFkB transloc inh cell count 2 µM | IL1B NFkB pot | IL1B NFkB pot cell count 2 µM | PLAP inhibition | MRP reversal | MRP reversal cytotoxicity | MRP reversal with doxorubicin | Bcl-B TR3 displacers |
| --- | --- | --- | --- | --- | --- | --- | --- | --- | --- |
| COc1ccc2c(c1)C(=NN)c1cc(OC)ccc1-2 | -23.9 | 77 | 23.9 | 77 | 1.2% | -17.3 | 59.0 | 76.3 | 20.1% |
| Cc1ccc(CN(C)CCc2ccccn2)cc1 | . | . | . | . | 27.1% | 5.0 | 94.0 | 89.0 | -6.9% |
| COc1ccc2c(c1)C(c1ccccc1)=NNC(c1ccco1)=N2 | -2.0 | 82 | 2.0 | 82 | -20.2% | . | . | . | -17.6% |
| Cc1ccc(Nc2nc(N)nc(CN3CCN(Cc4ccc5c(c4)OCO5)CC3)n2)c(C)c1 | 5.6 | 76 | -5.6 | 76 | -48.3% | -3.4 | 72.2 | 75.6 | 0.1% |
| Cc1cc(NC(=O)C2CC(=O)OC2c2ccccc2)no1 (configuration not stated) | -20.2 | 116 | 20.2 | 116 | 1.8% | -1.7 | 91.7 | 93.3 | -3.5% |
| N#Cc1c2c(c(NCc3cccnc3)n3c1nc1ccccc13)CCC2 | -7.5 | 167 | 7.5 | 167 | 19.3% | -7.2 | 42.6 | 49.7 | -29.6% |
| COc1ccc(-c2nc(C#N)c(N3CCN(c4ccccc4)CC3)o2)cc1 | -17.7 | 54 | 17.7 | 54 | -28.9% | 17.0 | 103.1 | 86.1 | -2.5% |
| NNC(=O)CCS(=O)(=O)c1ccc2ccccc2c1 | -10.4 | 83 | 10.4 | 83 | . | -2.5 | 86.4 | 88.9 | . |
| O=C(Cc1c(C(=O)O)[nH]c2ccccc12)NCCN1CCN(c2ccccc2F)CC1 | 5.1 | 91 | -5.1 | 91 | -40.2% | . | . | . | -10.3% |
| CCc1nc2c(sc3nc(N4CCOCC4)c4c(c32)CC(C)(C)OC4)c(=O)o1 | . | . | . | . | -11.4% | 7.2 | 98.3 | 91.1 | -8.4% |
| COc1ccccc1CNC(=O)CCn1c(=O)oc2ccccc21 | -31.6 | 152 | 31.6 | 152 | -1.1% | 6.8 | 87.1 | 80.3 | -2.1% |
| CCOC(=O)C1CCN(c2c(NC3CCCCCCC3)c(=O)c2=O)CC1 | 13.2 | 73 | -13.2 | 73 | -17.5% | 3.1 | 89.2 | 86.1 | 1.6% |
| c1csc(-c2nc3c4ccccc4c4ccccc4c3[nH]2)c1 | -12.9 | 129 | 12.9 | 129 | . | -15.6 | 29.6 | 45.2 | . |
| O=c1cc(C(F)(F)F)nc(-n2[nH]c3c(c2=O)CCCC3)[nH]1 | -8.6 | 133 | 8.6 | 133 | -63.6% | . | . | . | -7.1% |
| O=C(CSc1nnc(-c2ccccc2Br)o1)N1CCc2ccccc2C1 | . | . | . | . | -13.7% | 9.7 | 101.4 | 91.7 | -4.7% |
| Cc1ccc(NC(=O)Cn2cccc2)c(Br)c1 | 8.6 | 117 | -8.6 | 117 | 13.1% | -0.3 | 88.0 | 88.4 | -7.9% |
| COc1ccnc(Oc2ccc(F)cc2)c1C(=O)N/C=N/OCc1ccc(F)cc1 | 10.1 | 175 | -10.1 | 175 | -7.2% | . | . | . | 8.7% |
| C[C@H](N)c1nnc(SCc2c(Cl)cccc2Cl)o1 | -8.4 | 138 | 8.4 | 138 | -12.7% | 10.9 | 96.4 | 85.5 | 7.3% |
| COc1cc(/C=N/NC(=O)CSc2cc(C)c(Br)cc2C)ccc1O | 1.6 | 154 | -1.6 | 154 | -73.6% | . | . | . | -7.4% |
| COc1cc(/C=C2\C(=O)N(CCC#N)N=C2C)c(Br)cc1OC(C)C | -7.9 | 169 | 7.9 | 169 | . | -16.8 | 16.4 | 33.1 | . |
| COC(=O)C1C(=O)C2=C(CC1C)NC(C)=C(C(=O)OCc1ccc(OC)cc1)C2c1ccc(C)o1 (configuration not stated) | -3.9 | 171 | 3.9 | 171 | -52.0% | 1.0 | 83.5 | 82.5 | 4.5% |
| CNc1nc(-c2ccc([N+](=O)[O-])cc2)cs1 | 12.4 | 114 | -12.4 | 114 | -13.8% | . | . | . | -11.2% |
| CCOC(=O)Nc1ccc([N+](=O)[O-])cc1OC | -5.2 | 102 | 5.2 | 102 | . | . | . | . | . |
| CCC(NC(=O)Nc1nccs1)(C(F)(F)F)C(F)(F)F | -14.1 | 110 | 14.1 | 110 | 20.8% | -6.9 | 98.9 | 105.8 | -6.6% |
| CCCCn1c(-c2ccoc2C)n[nH]c1=S | -1.4 | 125 | 1.4 | 125 | . | 7.0 | 98.1 | 91.1 | . |
| C=CCc1cc(C(=O)N2CCCCC2)ccc1O | -19.4 | 72 | 19.4 | 72 | -13.1% | -4.9 | 76.9 | 81.8 | -7.1% |
| CCOC(=O)N1CCN(C(=O)c2sc3nc(-c4ccc(F)cc4)cn3c2C)CC1 | -35.0 | 196 | 35.0 | 196 | -47.5% | -6.6 | 52.6 | 59.1 | -6.4% |
| COc1ccc(-c2nc(C#N)c(NCC3CCCO3)o2)cc1OC (configuration not stated) | 3.8 | 182 | -3.8 | 182 | -54.5% | -10.4 | 85.3 | 95.7 | -9.4% |
| COc1cc2c(cc1OC)C(c1cc3cc4c(cc3[nH]c1=O)OCO4)N(C(=O)C1CC1)CC2 (configuration not stated) | -13.1 | 102 | 13.1 | 102 | . | -12.3 | 84.0 | 96.3 | . |
| COc1ccc(N2CCN(C(=O)NC3CCCCC3)CC2)cc1 | -3.2 | 108 | 3.2 | 108 | . | 7.3 | 86.8 | 79.4 | . |
| Cc1ccc(OCc2nnc(NC(=O)Cc3cccs3)s2)cc1 | -4.9 | 163 | 4.9 | 163 | 6.8% | -3.7 | 98.3 | 102.0 | 0.0% |
| O=c1[nH]c(SCc2nc3c(cnn3-c3ccccc3)c(=O)[nH]2)nc2ccccc12 | . | . | . | . | -14.6% | . | . | . | -171.8% |
